# TTR transcr act = activators of transthyretin transcription; SH-SY5Y TTR promoter Gaussia luciferase, luminescence; 100% = recombinant luciferase protein wells; activation, % at 16.7 µM; 1.3% of 92,000 active;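 active = activation above the mean of all tested compounds plus 3 SD, cut at about 9.5% in these data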;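 also: cells exposed to compounds for one day before reading; 0% = median of all test compound wells on the plate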
# Numbers without * were called inactive.
SMILES,TTR transcr act
COc1ccc(N2CCN(C(=O)[C@@H](NC(=O)c3ccccc3Cl)C(C)C)CC2)cc1,0.6
NC(=O)c1ccsc1NC(=O)c1ccc(S(=O)(=O)N2CCCC2)cc1,2.9
CN1N=C(C(=O)N2CCN(c3ccc([N+](=O)[O-])cc3)CC2)CCC1=O,-0.9
C[C@H](CO)N1C[C@H](C)[C@H](CN(C)C(=O)c2ccccc2F)Oc2ncc(Br)cc2C1=O,1.8
CCc1nc2ccccc2n1Cc1ccccc1F,-1.0
COc1ccc(CCNC(=O)c2sc3ccccc3c2Cl)cc1OC,1.0
Cc1ccc(C(CNC(=O)Nc2ccccc2)N2CCN(C)CC2)cc1 (stereo not given),-0.3
Cc1c(CCC(=O)O)c(=O)n2c([nH]c3ccccc32)c1C#N,0.5
COc1ccc(CNc2ncc(-c3ccccc3)n2C)c(OC)c1OC,11*
COc1cc(NS(=O)(=O)c2ccc(F)cc2)c(C(=O)O)cc1OC,0.0
Cc1cc(NS(=O)(=O)c2ccc(CC(C)C)cc2)no1,-2.3
O=C1N=C(N2CCCCC2)SC1=C1CCCC1,-0.7
COc1ccc(CN(C)C(=O)c2ccc(NS(=O)(=O)c3ccc(F)cc3)cc2)c(OC)c1OC,-2.0
O=C(NCC1(N2CCCCC2)CCCCC1)c1ccc(NS(=O)(=O)c2ccc(F)cc2)cc1,3.2
COc1cccc(-c2c[nH]c(=O)[nH]c2=O)c1,-0.4
CCOc1ccc(C(=O)NN2C(=S)NC(C)(C)C=C2C)cc1,2.5
O=C(c1cc2ccccc2oc1=O)N1CCN(c2ccc(N3CCOCC3)nn2)CC1,1.1
COc1ccc([C@@H]2[C@H]3CN(C(C)=O)CC=C3C(C#N)=C(N)C2(C#N)C#N)c2ccccc12,-1.5
CC(=O)CC(C)(C)Nc1nc2cc([N+](=O)[O-])ccc2o1,-0.3
CCOc1ccc(CNc2ncnc(N)n2)cc1,2.3

# Given with the structure last: 3 of the compounds above.
TTR transcr act,mol
3.2,O=C(NCC1(N2CCCCC2)CCCCC1)c1ccc(NS(=O)(=O)c2ccc(F)cc2)cc1
1.1,O=C(c1cc2ccccc2oc1=O)N1CCN(c2ccc(N3CCOCC3)nn2)CC1
2.5,CCOc1ccc(C(=O)NN2C(=S)NC(C)(C)C=C2C)cc1

# The results go on.
SMILES,TTR transcr act
O=C(CNC(=O)C1COc2ccccc2O1)N/N=C/c1ccc(O)cc1O (stereo not given),1.4
CSc1nnc(-c2ccc(NC(N)=S)cc2)o1,0.3
CCN(CC)CCn1c(NCc2cc(OC)ccc2OC)nc2ccccc21,3.2
O=C(c1cccc(OC2CCN(Cc3ccc(F)cc3)CC2)c1)N1CCCC1,1.2
Cc1ccc2c(CN3CCN(CCO)CC3)cc(=O)oc2c1C,-1.1
CCN(CC)CCCNC(=O)CSc1nc(-c2ccc(F)cc2)cc(C(F)(F)F)n1,-1.6
CCOc1ccccc1N(CC(=O)NCCc1ccc(OC)cc1)S(=O)(=O)c1ccc(C)cc1,3.7
COC(=O)c1ccccc1NC(=O)c1cnn2cccnc12,-1.2
CCOC(=O)/C=C1\SCC(=O)N1CC(=O)NC12CC3CC(CC(C3)C1)C2,-1.6
CC(C)NC(=O)N(C)C[C@H]1OCc2cnnn2CCCC(=O)N([C@H](C)CO)C[C@H]1C,0.5
O=C(CNC(=O)OCc1ccccc1)NC1CCCCCCC1,0.3
CNC[C@@H](C)NC[C@@H](Cc1ccccc1)NCCc1ccccc1,-1.2
COc1cc(NC(=O)COc2ccccc2)c(OC)cc1NC(C)=O,2.0
CCn1c(SCc2nc(N)nc(N3CCCCC3)n2)nc2c1c(=O)n(C)c(=O)n2C,1.6
Cc1ccc(C(=O)N2CCCC(CCC(=O)N3CCN(c4ccccn4)CC3)C2)s1 (stereo not given),3.6
CN(C)c1ccc(C(=S)N2CCN(C(=S)Nc3cccc4ccccc34)CC2)cc1,0.7
COc1ccc(C(=O)CNc2ccccc2C#N)cc1,0.8
CC(Sc1nnc(Cc2ccccc2)o1)C(=O)Nc1ccccc1[N+](=O)[O-] (stereo not given),-0.7
COc1ccc(C/C(N)=N/OC(=O)CCc2ccccc2)cc1,0.2
Cc1ccc(S(=O)(=O)NCCC(=O)N2CCC(Cc3ccccc3)CC2)cc1,0.9
O=C1C2=C(CCCC2)C(=O)N1c1cccc(OCCBr)c1,-0.6
COc1ccc(C)cc1N(C(=O)CNC(=O)c1ccco1)C(C(=O)NC1CCCC1)c1cccnc1 (stereo not given),0.5
COc1cc(CNn2cnnc2)ccc1OCC(=O)NC(C)(C)C,-0.4
CCCCCCCC[n+]1cccc(C(=O)N(CC)CC)c1,0.9
O=C1CCCc2ccccc2N1Cc1ccc(Cl)cc1Cl,0.5
COc1ccc(CC(=O)Nc2ccc(N3CCOCC3)cc2)cc1OC,-1.6
Cc1cccc(Nc2nc(-c3ccc4c(c3)OCCO4)cs2)c1,-4.8
CC(Sc1nc(N(C)C)nc(N2CCOCC2)n1)C(=O)Nc1ccccc1 (stereo not given),1.9
Cc1cccc(NC(=O)CN2CCN(C(=O)CNC(=O)Cc3cccc4ccccc34)CC2)c1C,-0.6
CCOc1cc(C(=S)N2CCN(C)CC2)ccc1OCC(=O)N1CCCC1,1.2
CC1CCCN(C(=O)c2ccc3c(c2)OCO3)C1 (stereo not given),-1.0
CCCCn1c(-c2cc(Cl)ccc2OC)n[nH]c1=S,2.0
COC(=O)c1cc(C)sc1NC(=O)c1cccnc1,-1.1
Fc1ccc2nc(N3CCCCC3)sc2c1,-0.3
CCCCC(=O)Nc1ccc(N2CCCC2)cc1,0.0
CCCCC(=O)Nc1ccc(C(=O)NCCCn2ccnc2)cc1,0.8
O=c1c2cc3cc4c(cc3nc2ncn1Cc1cccnc1)OCO4,18*
COc1ccc(S(=O)(=O)N2CCN(Cc3ccccc3[N+](=O)[O-])CC2)cc1,-0.2
C/C(CC(=O)N1CCCC1)=N\NC(=O)c1cc2ccccc2cc1O,-1.1
CCOCCc1nnc(NC(=O)c2cccc(F)c2)s1,9.3
Cc1cccc(NC(=O)c2ccccc2OCC(=O)c2ccccc2)c1,8.0
CC(C)OP(=O)(OC(C)C)C(O)c1cccc([N+](=O)[O-])c1 (stereo not given),0.7
C[C@@H](NC(=O)[C@@H]1Cc2ccccc2CN1C(=O)OC(C)(C)C)C(=O)NCC1CCCO1 (stereo not given in full),-0.2
CCOC(=O)N1CCN(c2cc(=O)n(-c3cccc(Br)c3)c(=O)[nH]2)CC1,-1.2
Cc1cc2nnc(SCC(=O)NCC3CCCO3)n2c2ccccc12 (stereo not given),0.0
C=CCn1c(SCC(=O)c2c(N)n(C)c(=O)n(C)c2=O)nc2sc(C)c(C)c2c1=O,0.1
CCC1(c2ccc(F)cc2)NC(=O)N(CC(=O)Nc2ccccc2Cl)C1=O (stereo not given),1.4
Cn1c(=O)n(C)c2cc(/C=N/NC(N)=S)ccc21,2.4
COc1c(C(=O)NNC(=O)c2ccccc2)csc1Br,1.0
O=C(CSc1nc2ccccc2c(=O)n1NC(=O)Cc1ccccc1)NCc1ccco1,1.1

# The list continues:
SMILES,TTR transcr act
COc1ccc(CN2CC(=O)N(c3ccc(C)cc3)C2=S)cc1OC,-0.9
CCN(N=O)c1ccc(C=C2C=Cc3ccccc32)cc1,-2.4
Cc1cccc(C)c1N1CCN(S(=O)(=O)N2CCOCC2)CC1,0.4
COc1ccc(Sc2nc(-c3ccccn3)ncc2OC)cc1,-0.8
CC(C)Oc1ncnc2c1[nH]c1ccccc12,-4.5
CC(=O)NCCn1c(SCC(=O)NCCC(C)C)nc2ccccc2c1=O,4.8
CCCCNC(=S)N(CCN(CC)CC)Cc1cc2cc3c(cc2[nH]c1=O)OCO3,1.1
Cc1cccc(NC(=O)Cn2c(=O)oc3cc(S(=O)(=O)N4CCCC4)ccc32)n1,1.0
O=C(O)c1ccccc1N(Cc1ccccc1)C(=O)CO/N=C/c1ccccc1,1.9
O=C(CCC(=O)c1ccccc1)Nc1ccccc1,6.4

# Two entries drawn at random from the list so far, as already listed:
SMILES,TTR transcr act
O=C(O)c1ccccc1N(Cc1ccccc1)C(=O)CO/N=C/c1ccccc1,1.9
O=C(CCC(=O)c1ccccc1)Nc1ccccc1,6.4

# The list continues:
SMILES,TTR transcr act
Cc1cc(C(=O)NCC(c2cccs2)N2CCOCC2)ccc1[N+](=O)[O-] (stereo not given),0.4
Cn1cccc1C(=O)OCC(=O)Nc1sccc1C#N,0.1
CCCn1c(SC(C)C(=O)NC2CC2)nnc1-c1ccncc1 (stereo not given),0.3
CN(C)S(=O)(=O)c1ccc(C(=O)NCC(=O)N/N=C/c2ccccc2)cc1,0.8
O=S(=O)(Nc1ccc(N2CCOCC2)cc1)c1ccc(Cl)s1,-0.1
COc1cc(-c2noc(C)c2C(=O)NCCCN2CCCC2=O)cc(OC)c1OC,-0.1
CCCCNC(=O)CN(CCc1ccccc1)S(C)(=O)=O,0.4
CC1CCCC(NC(=O)NC(=O)COC(=O)c2ccc(O)cc2O)C1C (stereo not given),2.0
Cc1ccc(C(=O)ON=C2CCN(S(=O)(=O)c3ccccc3)CC2)cc1,-1.1
Cc1cc2cc3c(cc2nc1SCc1ccccn1)OCCO3,0.9
Cc1ccc(CCSc2ccc(C(C)C)cc2)cn1,2.0
COc1ccc(S(=O)(=O)N2CCOCC2)cc1NC(=O)C1CCCCN1S(=O)(=O)c1ccccc1 (stereo not given),-1.2
CC(C)CC(C(=O)Oc1ccc2c3c(c(=O)oc2c1)CCC3)N1C(=O)c2ccccc2C1=O (stereo not given),0.3
CC1CCCC(n2cnc3cc(C(=O)O)ccc32)C1C (stereo not given),-1.2
N#Cc1ccc(C(=O)NC(=S)N2CCN(C=O)CC2)cc1,-0.6
COC(=O)[C@]12C[C@H](CC(=O)N3CCC(c4ccccc4)CC3)C(=O)N(Cc3ccc(Cl)cc3Cl)C1=C[C@H](C(C)C)O[C@@H]2C1CC1,1.2
Cc1ccc(Cl)cc1NC(=S)N(CCCN1CCOCC1)Cc1ccccn1,1.2
O=C(NC1CCCCC1)C(c1cccc2ccccc12)n1c(=O)c(-c2ccco2)nc2ccccc21 (stereo not given),0.1
CCCCOc1ccc(CONS(=O)(=O)c2ccc(NC(C)=O)cc2)cc1Cl,-1.8
CSc1ccccc1C(=O)NCCSc1ccc(C)cc1,-0.7
CC(=O)N1CCSc2ccc(S(=O)(=O)NCc3ccccc3)cc21,-2.7
Cn1ccc(C(=O)N/N=C/c2ccncc2)n1,-1.3
CCN(CC)C(=O)Cn1cc(C(=O)C(=O)N2CC=C(c3ccccc3)CC2)c2ccccc21,-0.3
COc1cc(OC)cc(C(=O)N[C@H](C(=O)Nc2ccc(S(=O)(=O)N(C)C)cc2)C(C)C)c1,0.0
CCOc1ccc(C(=O)CCNC(Cc2cnc[nH]2)C(=O)O)cc1 (stereo not given),0.2
CCO[C@H]1OC(C(=O)N2CCCCCCC2)=C[C@@H](c2ccc(C(F)(F)F)cc2)[C@@H]1CCCO,0.1
COc1cc(/C=N/N2CCN(C3c4ccccc4-c4ccccc43)CC2)cc(OC)c1OC,1.8
O=Nc1c2ccc[nH]c-2c2ccc([N+](=O)[O-])cc12,0.3
COC(=O)c1c(NC(=S)NN2CCOCC2)sc2c1CCCC2,7.3
CCC(C(=O)Nc1nc(C)c(C(=O)OC)s1)c1ccccc1 (stereo not given),2.3
Cc1cccc(CSc2nc3nc(C)cc(C)n3n2)c1,-0.2
C=C1C(C(=O)Nc2cccc(OC)c2)C1C(=O)Nc1cccc(OC)c1 (stereo not given),-0.3
CCCCc1nc2cc(C(=O)N3CCCCC3COC)ccc2o1 (stereo not given),0.4
Cc1cc(C(F)(F)F)nn1Cc1n[nH]c(=S)n1-c1ccc(Cl)cc1,3.3
CC1=CC(c2ccccc2)n2nc(N)nc2N1 (stereo not given),3.2
COc1ccc(NC(=O)CN2CCN(C(=S)NC3CCCC3)CC2)cc1,-0.3
Cc1cc(C)nc(NS(=O)(=O)c2ccc(NC(=O)c3ccco3)cc2)n1,0.4
CCOC(=O)C1CCN(S(=O)(=O)c2ccc(NC(C)=O)c(Cl)c2)CC1,0.4
Cc1cc(=O)n(-c2ccc(C(=O)O)cc2)[nH]1,-1.9
N#C/C(=C(/O)c1ccc(Br)s1)c1nc2ccccc2[nH]1,-1.1

# Of the compounds above, six have a COOH group.
SMILES,TTR transcr act
Cc1c(CCC(=O)O)c(=O)n2c([nH]c3ccccc32)c1C#N,0.5
COc1cc(NS(=O)(=O)c2ccc(F)cc2)c(C(=O)O)cc1OC,0.0
O=C(O)c1ccccc1N(Cc1ccccc1)C(=O)CO/N=C/c1ccccc1,1.9
CC1CCCC(n2cnc3cc(C(=O)O)ccc32)C1C (stereo not given),-1.2
CCOc1ccc(C(=O)CCNC(Cc2cnc[nH]2)C(=O)O)cc1 (stereo not given),0.2
Cc1cc(=O)n(-c2ccc(C(=O)O)cc2)[nH]1,-1.9

# Next entries:
SMILES,TTR transcr act
O=C(COC(=O)c1cccnc1)Nc1cccc2ccccc12,-0.3
O=C(CCN1CCN(Cc2ccccc2)CC1)NNC(=O)Nc1cccc(Cl)c1,-1.2
c1ccc(-c2nnc3nc(N4CCCCC4)nc(N4CCCCC4)n23)cc1,2.8
Cc1ccc(SC(CC(=O)c2ccc(F)cc2)C(=O)O)cc1 (stereo not given),-0.9
O=S(=O)(Nc1ccccn1)c1ccc(Br)cc1,2.4
CC(Oc1ccc(C(C)(C)C)cc1)C(=O)NCC(c1ccco1)N1CCCC1 (stereo not given),-2.1
COc1cc(/C=C2/CC/C(=C/c3ccc(O)c(OC)c3)C2=O)ccc1O,0.8
O=C(COc1ccc2c(-c3ccccc3)cc(=O)oc2c1)NCCN1CCOCC1,-0.8
COc1ccc(C(C)(O)c2nc(-c3cccc(F)c3)cs2)cc1 (stereo not given),-0.7

# This is a subset; the hit share may differ from the screen's.
